# Compound activity as filed in PubChem.
# MK inhibit: S. pneumoniae MK inhibitors, primary screen, biochemical, PK/LDH-coupled NADH absorbance. purified MK, PK/LDH-coupled NADH absorbance 340 nm. inhibition, % at 10 µM. 65,000 tested, 0.48% active. AID 555, 2006;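 active = ranked among the strongest by inhibition in the single 10 µM screen, a fixed top-ranked set picked for dose follow-up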; also: no value below 0 was filed
# Spn PMK inh: S. pneumoniae PMK inhibitors, primary screen, biochemical, mevalonate pathway, pilot trial included; inhibition, % at 10 µM; 65,000 tested, 0.49% active; purified PMK, PK/LDH-coupled NADH absorbance 340 nm; phosphomevalonate kinase (Streptococcus pneumoniae D39);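 active = top-ranked compounds by inhibition in the single 10 µM screen, taking a fixed number of the strongest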;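 also: 0% = full reaction with DMSO carrier and 100% = background rate without enzyme reaction; no value below 0 was filed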
# Bfl-1 inhibitors: Bfl-1 inhibitors, primary screen, biochemical, fluorescence polarization, FITC-Bid, mouse (AID 432); 64,000 tested, 0.02% active; FITC-Bid BH3 peptide fluorescence polarization displacement; higher % means a stronger effect; Bcl-2-related protein A1 (Mus musculus); displacement, % at 20 µM; hits with a dose series show IC50 in µM; in the data active = a potency from the dose series; inactive = the rest, 99 in 100 with displacement below about 15%; also: strong numbers were not always called active
# HT1080 viability: cytotoxicity in HT1080 fibrosarcoma cells, cell-based, fluorescence readout (AID 620) | HT1080 viability, fluorescence; higher % means a stronger effect | cytotoxicity, % at 10 µM; hits with a dose series show EC50 in µM | 87,000 tested, 0.42% active;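 also: cells exposed to compound overnight then 4 h with Alamar Blue; 0% = vehicle DMSO and 100% = killing control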
# HPDE-C7 viability: cytotoxicity in HPDE-C7 cells, cell-based, fluorescence, HTS (AID 430). one-dose cytotoxicity, % at 10 µM; EC50 in µM for titrated hits. 63,000 tested, 1.8% active. HPDE-C7 pancreatic duct cells viability, fluorescence; higher % means a stronger effect;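 also: cells exposed to compound for 48 hours before viability readout; 0% = vehicle and 100% = reference cytotoxic drug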
# Spn DPM-DC inh: S. pneumoniae DPM-DC inhibitors, primary screen, biochemical, PK/LDH-coupled NADH fluorescence | diphosphomevalonate decarboxylase (Streptococcus pneumoniae D39) | purified DPM-DC | calls only at 10 µM | 65,000 tested, 0.49% active | AID 556, 2006;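 active = the 320 compounds with the highest percent inhibition in the single-dose primary screen, excluding strongly autofluorescent ones, cut at about 32% in these data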;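 also: kinetic rate of NADH fluorescence loss reporting ADP formed by the decarboxylase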
# TNAP inhibition: human TNAP enzyme inhibitors, biochemical, luminescent (AID 518) | Alkaline phosphatase, tissue-nonspecific isozyme (Homo sapiens) | purified TNAP enzyme, luminescent substrate readout; higher % means a stronger effect | inhibition, % at 20 µM; hits with a dose series show IC50 in µM | 64,000 tested, 0.09% active; in the data active = a potency from the dose series; inactive = the rest, 99 in 100 with inhibition below about 22%;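 also: plate controls were vehicle for no effect and reference inhibitor for full effect; many of its hits are not listed in these tables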
# LYP phosphatase: LYP phosphatase inhibitors, primary screen, biochemical, DiFMUP fluorescence, recombinant catalytic domain, 10 µM (AID 606); Tyrosine-protein phosphatase non-receptor type 22 (Homo sapiens); recombinant LYP catalytic domain, DiFMUP fluorescence; higher % means a stronger effect; one-dose inhibition, % at 10 µM; IC50 in µM for titrated hits; 52,000 tested, under 10 active;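 active = IC50 under 40 µM in the dose-response test; inactive = IC50 of 40 µM or more, or never dose-tested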
# KRASV12 cytotoxicity: cytotoxicity in KRAS-transformed pancreatic duct cells, primary screen, cell-based, fluorescence, HTS (AID 431); HPDE-C7K KRASV12 cells, Alamar Blue viability, 48 h; higher % means a stronger effect; one-dose cytotoxicity, % at 10 µM; EC50 in µM for titrated hits; 63,000 tested, 1.7% active;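 active = compounds whose percent cytotoxicity in the single-dose primary screen, scaled between solvent and toxic-drug controls, exceeds 50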;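 also: 0% = DMSO solvent wells and 100% = doxorubicin-treated wells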
# Spn PMK inh pilot replicates: also measured in Spn PMK inh; calls as there; inhibition, %; measured here: pilot screen replicates
# MK inhibit pilot replicates: further read-out of MK inhibit, marked with its call; inhibition, %; measured here: pilot screen replicates
# Spn DPM-DC inh pilot screen %: second read-out of Spn DPM-DC inh, no call of its own (marks repeat the call); inhibition, %; measured here: pilot screen trials
# * = called active by the depositor; i = inactive; nt = not tested or not shown; + = active, no number. Rule as the data show it, unless noted: active = cytotoxicity above about 50%; inactive = the rest. This is a random part of the collection; about 3.3% have a hit in one of these screens.
SMILES,MK inhibit,Spn PMK inh,Bfl-1 inhibitors,HT1080 viability,HPDE-C7 viability,Spn DPM-DC inh,TNAP inhibition,LYP phosphatase,KRASV12 cytotoxicity,others
CCOC(=O)N1CCC(NC(=O)c2cnc3n(c2=O)CCS3)CC1,5,0,6%,-6%,-12%,i,10%,nt,-9%,
CN(C)S(=O)(=O)c1ccc2c(c1)c(=O)c(C(=O)N1CCOCC1)cn2C,9,5,-2%,1%,-12%,i,8%,11%,-4%,
Cc1cccc(N2CCN(C(=O)CCNC(=O)Cn3ccc4ccccc4c3=O)CC2)c1C,8,0,-1%,-8%,nt,i,1%,nt,nt,
COc1ccc(NC(=O)N(Cc2cccnc2)Cc2ccccc2Cl)c(OC)c1,7,11,-4%,-2%,-14%,i,-2%,nt,-12%,
COC(=O)c1ccccc1NC(=O)CSc1nc2c(c(=O)n(C)c(=O)n2C)n1C,0,0,7%,7%,-26%,i,13%,-10%,-13%,Spn PMK inh pilot replicates=0.0;MK inhibit pilot replicates=5.5;Spn DPM-DC inh pilot screen %=0.0
CCOc1cc(S(=O)(=O)N2CCN(CC)CC2)ccc1Cl,10,9,1%,6%,0%,i,5%,6%,-4%,
C=CCOn1c(=O)c(-c2ccc(OC)cc2)[n+]([O-])c2ccccc21,2,11,0%,-11%,0%,i,14%,13%,-4%,
Cc1c(-n2c(SCC(=O)O)nnc2-c2ccccc2Cl)c(=O)n(-c2ccccc2)n1C,0,0,6%,11%,-20%,i,4%,1%,-21%,
CCOC(=O)C1CCN(C(=O)CCNC(=O)c2cc(OC)c(OC)c(OC)c2)CC1,0,10,-9%,-2%,nt,i,7%,8%,nt,
CCOC(=O)C1=C(O)CCn2c1nc1ccccc12,0,0,-5%,9%,-3%,i,5%,5%,0%,Spn PMK inh pilot replicates=1.0;MK inhibit pilot replicates=2.5;Spn DPM-DC inh pilot screen %=3.5

# The final 4 records of the part above lead into the next:
SMILES,MK inhibit,Spn PMK inh,Bfl-1 inhibitors,HT1080 viability,HPDE-C7 viability,Spn DPM-DC inh,TNAP inhibition,LYP phosphatase,KRASV12 cytotoxicity,others
C=CCOn1c(=O)c(-c2ccc(OC)cc2)[n+]([O-])c2ccccc21,2,11,0%,-11%,0%,i,14%,13%,-4%,
Cc1c(-n2c(SCC(=O)O)nnc2-c2ccccc2Cl)c(=O)n(-c2ccccc2)n1C,0,0,6%,11%,-20%,i,4%,1%,-21%,
CCOC(=O)C1CCN(C(=O)CCNC(=O)c2cc(OC)c(OC)c(OC)c2)CC1,0,10,-9%,-2%,nt,i,7%,8%,nt,
CCOC(=O)C1=C(O)CCn2c1nc1ccccc12,0,0,-5%,9%,-3%,i,5%,5%,0%,Spn PMK inh pilot replicates=1.0;MK inhibit pilot replicates=2.5;Spn DPM-DC inh pilot screen %=3.5
CCOc1ccc(C2C(C#N)=C(N)Oc3n[nH]c(C)c32)cc1OC(=O)C1CC1 (stereo not given),3,0,5%,2%,-18%,i,8%,4%,-20%,
Cc1cc(C(=O)CSc2nnnn2C)c(C)n1CCc1ccc(F)cc1,0,20,2%,-7%,9%,i,10%,-8%,14%,
CCC(=O)N1CCc2cc(S(=O)(=O)CCC(=O)NCCC3=CCCCC3)ccc21,14,12,5%,-4%,-4%,i,0%,6%,0%,
O=C(NCc1ccccn1)c1cc2n(n1)C(C(F)(F)F)CC(c1ccco1)N2 (stereo not given),8,10,3%,1%,-9%,i,8%,10%,-24%,
CC(C)(C)OC(=O)NCCc1nnc(SCC(=O)c2ccc(Cl)cc2)o1,14,13,-5%,-2%,5%,i,18%,12%,4%,Spn PMK inh pilot replicates=3.0;MK inhibit pilot replicates=2.5;Spn DPM-DC inh pilot screen %=2.5
Cc1ccccc1NC(=O)N1CCCC(c2nc(-c3ccc(C(C)C)cc3)no2)C1 (stereo not given),8,4,-2%,-10%,33%,i,4%,nt,28%,
Cc1cc(SCC(=O)c2ccccc2)n2nc(C)nc2n1,5,17,-1%,-8%,-1%,i,2%,-3%,-19%,
CCOC(=O)N1CCC(NC(=O)C2CCN(S(=O)(=O)c3cnc[nH]3)CC2)CC1,4,21,-3%,5%,-3%,i,3%,nt,-3%,
O=C(CSc1ccc2nnc(-c3ccccn3)n2n1)Nc1ccc2c(c1)OCO2,3,0,8%,0%,-6%,i,11%,8%,5%,
CCCCCn1c(C(C)NC(=O)CCC)nc2ccccc21 (stereo not given),5,0,-5%,-2%,-12%,i,-2%,nt,-2%,
CCOc1c(Br)cc(C(N)=O)cc1OC,1,0,-7%,7%,-10%,i,5%,10%,6%,
Cc1[nH]c2ccc3c(ncn3CCC#N)c2c1C,4,6,-2%,-5%,6%,i,11%,14%,21%,
CCn1cc(C(=O)O)c(=O)c2cnc(N3CCN(C(=O)Nc4ccccc4)CC3)nc21,7,10,nt,-3%,nt,i,nt,10%,nt,
COC(=O)C1=C(O)CSC1=Nc1cccc(C(F)(F)F)c1,4,6,-4%,1%,6%,i,7%,-2%,-10%,
O=C(Nc1ccccc1C(=O)O)c1ncn[nH]1,0,0,3%,10%,-12%,i,1%,nt,-10%,
O=C(c1cccc(Cl)c1)N1CCCC(C(=O)N2CCCCCC2)C1 (stereo not given),0,9,-3%,1%,4%,i,0%,nt,8%,
COc1ccc(S(=O)(=O)N2CCC(C(=O)N3CCc4ccccc4C3)CC2)cc1,0,14,-2%,-6%,-10%,i,0%,3%,-6%,
Cc1cc(S(=O)(=O)NCC(=O)O)ccc1F,4,0,5%,-3%,-2%,i,1%,-2%,-8%,
c1ccc(-c2nnc3sc(-c4ccncc4)nn23)cc1,8,2,-4%,7%,-1%,i,5%,7%,-1%,
Cc1ccc(-c2nc(CS(=O)CC(=O)NC3CCCC3)c(C)o2)cc1 (stereo not given),7,0,-7%,-5%,-2%,i,8%,-6%,3%,
COc1ccccc1N1CCN(S(=O)(=O)c2ccc(Cl)s2)CC1,6,3,0%,-6%,-9%,i,12%,0%,-2%,
CC(C)(C)c1ccc(SCC(N)=O)cc1,5,5,0%,2%,1%,i,10%,5%,-3%,
CCCCN1C2CCCC1CC(NC(=O)c1ccc(OC)c(OC)c1)C2 (stereo not given),0,14,5%,-7%,-10%,i,6%,6%,-6%,
CCNC(=O)NC(=O)CSc1ccc(NC(C)=O)cc1,0,12,1%,11%,1%,i,9%,14%,-9%,
CCC(=O)N1CCc2cc(S(=O)(=O)CCC(=O)Nc3ccc(C)c(F)c3)ccc21,9,9,-10%,8%,-13%,i,2%,8%,-8%,Spn PMK inh pilot replicates=0.0;MK inhibit pilot replicates=0.0;Spn DPM-DC inh pilot screen %=0.0
CC(=O)N1CCC2(CC1)C(C#N)=C(N)Oc1n[nH]c(CSc3ccc(C)cc3)c12,9,17,0%,8%,-3%,i,6%,17%,-6%,
O=C1CC(c2cccs2)Sc2nc3ccccc3n21 (stereo not given),9,0,4%,2%,-9%,i,1%,14%,-10%,
Cn1c(=O)[nH]c(=O)c2c1nc(NCc1ccccc1)n2CC(O)c1ccccc1 (stereo not given),23,16,2%,2%,-11%,i,10%,6%,4%,
CCOc1ccc(OCC)c(NC(=O)CSc2nnc(-c3cccnc3)o2)c1,7,15,-6%,-3%,-11%,i,9%,2%,-15%,
Cc1ccc(N2CC(C(=O)Oc3cccc(N4C(=O)CCC4=O)c3)CC2=O)cc1 (stereo not given),7,10,5%,0%,-8%,i,7%,4%,20%,
O=C(Nc1ccc(S(=O)(=O)Nc2ccc(Cl)cc2)cc1)C1CCCO1 (stereo not given),11,11,-1%,-1%,2%,i,15%,12%,-10%,Spn PMK inh pilot replicates=5.0;MK inhibit pilot replicates=2.0;Spn DPM-DC inh pilot screen %=4.5
Cn1c(SCc2ccccc2)nnc1-c1ccncc1,0,15,2%,6%,-2%,i,13%,4%,-1%,
Cn1c(=O)cc(OCCCC(=O)Nc2ccccn2)c2ccccc21,1,13,9%,-4%,25%,i,11%,nt,20%,
COCCn1c(SCC(=O)Nc2cccc(C)c2)nnc1C(C)C,11,19,-15%,-3%,1%,i,11%,-4%,6%,
CC(C)c1nc(NCCN2CCOCC2)c(C#N)c2c1COC(C)(C)C2,6,6,-2%,-6%,20%,i,5%,2%,4%,
CCN(c1cccc(C)c1)S(=O)(=O)c1ccc2c(c1)CCN2C(C)=O,2,13,-4%,nt,47%,i,4%,10%,27%,
O=C(c1cnc2ccccn2c1=O)N1CCc2ccccc21,0,14,-10%,-5%,-14%,i,5%,1%,-14%,
COC(=O)c1sc(=S)n(-c2ccccc2)c1N,6,7,-2%,2%,-4%,i,10%,nt,5%,
CCOC(=O)C1(C)NC(c2ccc(N(C)C)cc2)C2C(=O)N(CC)C(=O)C21 (stereo not given),6,1,1%,-2%,-12%,i,11%,5%,-30%,
CCc1ccc(S(=O)(=O)NCc2cn3ccsc3n2)s1,10,7,nt,0%,nt,+,nt,8%,nt,
CCC(=O)Nc1cccc(C(=O)c2ccccc2)c1,5,5,3%,2%,8%,i,11%,10%,12%,
CCCN(CCC)CCNC(=O)C1CCN(Cc2nc(-c3ccc(Cl)cc3)oc2C)CC1,11,15,5%,16%,-4%,i,0%,7%,2%,
O=C1CC(C(F)(F)C(F)(F)C(F)(F)C(F)F)=Nc2ccccc2N1,1,0,-14%,8%,-22%,i,18%,nt,-3%,
Cc1cc(C(=O)Nc2ccc(S(=O)(=O)N3CCCC3)cc2)cs1,18,5,-11%,7%,-11%,i,21%,15%,-5%,
O=C(OC(C(=O)NCc1ccc2c(c1)OCO2)c1ccccc1F)c1ccco1 (stereo not given),9,0,-1%,-4%,-4%,i,10%,nt,-16%,
CCOc1ccc(NS(=O)(=O)c2ccc3[nH]c(=O)oc3c2)cc1,5,0,0%,-10%,0%,i,8%,-1%,12%,
Cc1noc(C)c1C(=O)OCC(=O)/C=C1\N(C)c2ccccc2C1(C)C,44*,21,2%,-2%,1%,i,16%,6%,1%,
CCOc1cc(N2CCOCC2)c(OCC)cc1NC1=NCCCCC1,0,9,-3%,-4%,11%,i,3%,3%,-3%,
CCO/C=N/c1c(C#N)c(CC#N)nn1-c1ccccc1,6,0,-1%,nt,-5%,i,9%,19%,-4%,
COC(=O)CN1C(=O)C(O)(CC(=O)c2ccc(Br)cc2)c2ccccc21 (stereo not given),10,5,8%,-31%,-25%,i,7%,2%,-7%,
